# Screening data: PubChem BioAssay, NCI
# yeast mlh1 rad18: NCI yeast anticancer drug screen, S. cerevisiae mlh1 rad18 strain; % growth inhibition at 50 µM; hit rate 11% among 79,000; AID 175;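 also: 0% = growth of vehicle-only cultures of the same strain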
#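 Vehicle-treated cultures served as the reference for growth inhibition in a yeast strain carrying DNA damage repair alterations exposed to each compound.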
# yeast cln2 rad14: NCI yeast anticancer drug screen, S. cerevisiae cln2 rad14 strain; growth inhibition, % at 50 µM; hit rate 8.3% among 78,000;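 also: 0% = growth of vehicle-only cultures of the same strain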
#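 Relative to vehicle controls, growth inhibition of compound-treated cln2 rad14 yeast was recorded.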
# yeast sgs1 mgt1: NCI yeast anticancer drug screen, S. cerevisiae sgs1 mgt1 strain | % growth inhibition at 50 µM | hit rate 10% among 78,000;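 also: 0% = growth of vehicle-only cultures of the same strain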
#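 Growth of a repair-deficient yeast mutant was monitored after compound treatment and expressed as inhibition relative to vehicle-treated cultures.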
# yeast mec2-1: NCI yeast anticancer drug screen, S. cerevisiae mec2-1 strain; % growth inhibition at 50 µM; AID 157; hit rate 9% among 79,000;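 also: 0% = growth of vehicle-only cultures of the same strain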
#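 Compounds were applied to mec2-1 yeast cells. Their growth was then compared with that of vehicle-treated cultures to give growth inhibition.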
# bub3: NCI yeast anticancer drug screen, S. cerevisiae bub3 mutant strain. % growth inhibition at 50 µM. hit rate 9.9% among 78,000. AID 167;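 also: 0% = growth of vehicle-only cultures of the same strain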
#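 In this screen, a yeast mutant lacking normal mitotic checkpoint function is challenged with compound. Relative growth versus vehicle gives the inhibition value.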
# yeast rad50: NCI yeast anticancer drug screen, S. cerevisiae rad50 strain | hit rate 10% among 79,000 | AID 155 | growth inhibition, % at 50 µM;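 also: 0% = growth of vehicle-only cultures of the same strain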
#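 Yeast carrying a defined DNA repair defect were exposed to test compounds, and growth was compared with vehicle-treated controls to give percent inhibition.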
# * hit, by the source's call; & = joins results of further samples. Rule as the data show it: active = growth inhibition above about 70%; inactive = the rest.
SMILES,yeast mlh1 rad18,yeast cln2 rad14,yeast sgs1 mgt1,yeast mec2-1,bub3,yeast rad50
Cn1c(N)nc(-c2ccc(Cl)cc2)c1SSc1c(-c2ccc(Cl)cc2)nc(N)n1C,98*,92*,95*,93*,95*,95*
C/C=C(\C)C(=O)O,10&25,2&13,-42&-5,-5&9,-42&11,-10&18
O=C(O)CC(C(=O)O)C1c2ccccc2-c2ccccc21 (centres undefined),4,-17,-40,-27,-49,0
O=c1c(Cl)c(N2CCCCC2)cnn1-c1ccccc1,19,8,17,14,14,21
Cc1cc(S(=O)(=O)Nc2nnc3c(Cl)cc(C(F)(F)F)cn23)c(S)cc1Cl,-20,-14,-33,-35,14,-30
[N-]=[N+]=CC(=O)CCC(NC(=O)OCc1ccccc1)C(=O)OCc1ccccc1 (centres undefined),91*,91*,91*,93*,89*,91*
Cc1ccc(S(=O)(=O)N(/N=C/C=C/c2ccccc2)c2nnc(-c3ccccc3)c(-c3ccccc3)n2)cc1,25,46,-2,6,34,7
CC(=Nc1ccc(S(=O)(=O)c2ccc(N=C(C)N3CCCCC3)cc2)cc1)N1CCCCC1,-2,-10,-6,4,-3,0
Cc1cc2cccc(C)c2[nH]1,-9,0,19,-5,5,-11
N#CC(/C=C/c1ccccc1)NCCc1ccccc1 (centres undefined),25,18,16,-20,13,17

# 3 compounds from above, showing only yeast mlh1 rad18:
mol	yeast mlh1 rad18
CC(=Nc1ccc(S(=O)(=O)c2ccc(N=C(C)N3CCCCC3)cc2)cc1)N1CCCCC1	-2
Cc1cc2cccc(C)c2[nH]1	-9
N#CC(/C=C/c1ccccc1)NCCc1ccccc1 (centres undefined)	25

# The list continues:
SMILES,yeast mlh1 rad18,yeast cln2 rad14,yeast sgs1 mgt1,yeast mec2-1,bub3,yeast rad50
O=c1[nH]c(=O)c2cc(Cl)ccc2[nH]1,1,-37,-3,7,5,3
COc1ccc(/C(=C/CN2CCC3CCC(C3)C2)c2ccccc2)cc1 (centres undefined),13,13,51,15,18,41
C=CCNC(=S)N1c2ccccc2NC(=O)CC1C (centres undefined),-15,13,-20,-9,13,-46
O=C(O)c1ccc(C(=O)O)s1,-3,-8,-13,-12,-2,-12
Cn1c(=O)c2[nH]c(CCNC(=O)c3ccccc3)nc2n(C)c1=O,-10,-38,-30,-10,-41,2
O=C(Nc1ccn(C2CC(O)C(CO)O2)c(=O)n1)c1ccccc1 (centres undefined),-28,-3,-8,-14,-16,-10
CC(=O)OCCn1c2nc(=O)[nH]c(=O)c-2nc2cc(C)c(C)cc21,48,-43,35,-3,8,1
NCCOc1ccc(/C(=C(/Cl)c2ccccc2)c2ccccc2)cc1,89*,92*,93*,94*,92*,86*
O=C(O)CC1(CC(=O)NCCc2c[nH]c3ccccc23)OCCO1,8,-11,2,8,-8,-6
OC1COC(Sc2ncc[nH]2)C(O)C1O (centres undefined),-23&-16,-1&-4,11&5,11&2,2&5,19&9
O=C(O)C=C(CBr)CBr,9,-24,-1,-3,14,12
Cc1cc(=O)oc2cc(OCCBr)ccc12,0,8,11,1,-37,4
CC1OC(OP(=O)(OCc2ccccc2)OCc2ccccc2)C(OC(=O)c2ccccc2)C(OC(=O)c2ccccc2)C1I (centres undefined),85*,88*,90*,91*,89*,86*
SCCNCc1ccccc1,10,10,7,-13,7,21
Cc1ccc(OCC(=O)O)c(C)c1,6,-5,-11,-16,-8,1
CCSc1nc2ccc(N3C(=O)C=CC3=O)cc2s1,99*,99*,100*,100*,100*,100*
CC(C)NCC(=O)CCCBr,11,-23,-4,1,5,-5
O=C1c2ccccc2CCC12OC2c1ccncc1 (centres undefined),30,7,25,27,39,12
CCN(CC)Cc1cc(Nc2ccnc3ccc4nn(C)nc4c23)ccc1O,-2,4,-28,-19,7,-16
Nc1cccc2c1C(=O)c1ccccc1C2=O,18,26,-3,29,17,32

# Whole records, quoted from the list. Order of screens: yeast mlh1 rad18, yeast cln2 rad14, yeast sgs1 mgt1, yeast mec2-1, bub3, yeast rad50
# CC(C)NCC(=O)CCCBr reads 11, -23, -4, 1, 5, -5
# CCSc1nc2ccc(N3C(=O)C=CC3=O)cc2s1 reads 99*, 99*, 100*, 100*, 100*, 100*

# The results go on:
SMILES,yeast mlh1 rad18,yeast cln2 rad14,yeast sgs1 mgt1,yeast mec2-1,bub3,yeast rad50
C=CS(C=C)=NS(=O)(=O)c1ccc(C)cc1,27,0,9,2,9,7
Cc1cc2c(C(C)C)c(O)c(O)c(C=Nc3ccc(N=Nc4ccccc4)cc3)c2c(O)c1-c1c(C)cc2c(C(C)C)c(O)c(O)c(C=Nc3ccc(N=Nc4ccccc4)cc3)c2c1O,-5,-22,-6,0,-3,-5
Cn1ccn(C2CCCCC2)c1=O,8,-12,0,5,35,3
Cc1cccc(C)c1/[N+]([O-])=C/c1cccc([N+](=O)[O-])c1,-2,-29,-3,-31,10,-2
CCCNC(=O)c1ccc(Cl)c(Cl)c1,-10,-3,15,-4,-9,10
COc1c2c(cc3c1C(CCCc1ccccc1)N(C)CC3)OCO2 (centres undefined),29,12,31,8,10,22
C=NNC(=O)c1ccncc1,6,-38,6,-6,13,-10
O=C(CCCN1CC=C(c2ccccc2)CC1)c1ccc(N2CCC(O)(c3ccc(Cl)cc3)CC2)cc1,10,-31,41,15,15,13
COc1cc2c(cc1O)CCCCC2O (centres undefined),4,-16,-13,-20,-14,14
C[n+]1c(-c2ccc(/C=C/C=N\NC(=O)c3ccc(C(=O)N/N=C\C=C\c4ccc(-c5cn6ccccc6[n+]5C)cc4)cc3)cc2)cn2ccccc21,97*,96*,97*,97*,96*,96*
C1=CCC23CCCCC2(C1)CN(/N=N/N1CC24CC=CCC2(CCCC4)C1)C3 (centres undefined),-12,-14,-24,-4,9,-29
O=C(Cc1nc2ccccc2o1)C(=O)Nc1cccc(C(F)(F)F)c1,-14,-18,-24,-6,-16,-22
O=S1(=O)NNC(=NCc2ccc(Cl)c(Cl)c2)c2ccccc21,-16,-1,-6,-12,3,11
COc1ccc(Cc2cc(N=NC(N)=O)c(OC)cc2O)cc1,3,34,19,-3,-2,20
CCCCCCCCCCCCCCCCCCOCC(O)COP(=O)(O)OCC1OC(n2cc(F)c(=O)[nH]c2=O)CC1O (centres undefined),91*,90*,88*,89*,82*,88*
CCSc1ncc(C(=O)O)c(N)n1,-7,4,1,13,-1,7
CC(C)(C)C(=O)OCn1c2ccccc2c2ccccc21,15,11,5,2,-17,16
C[n+]1c(-c2ccccc2F)ccc2ccccc21,11,-14,0,-9,11,4
O=c1cccc(C2CCc3cc(O)ccc3C2)[nH]1 (centres undefined),13,23,-5,3,-11,-3
NCCCCCC(CCN)SCC1OC(n2cnc3c(N)ncnc32)C(O)C1O (centres undefined),26,-7,-5,-2,-1,18
Cc1cc2c(ccc3c2ccc2cccc(C)c23)c2ccccc12,-14,-8,-20,0,2,2
O=C1C2CCC(C2)C12CC1(c3ccccc3)C(=O)c3ccccc3N1O2 (centres undefined),-27,9,-25,-32,0,-9
CN1CCCNCC1,-2,-16,-4,0,1,4
O=C(c1ccccc1)c1c2ccccc2c(-c2ccccc2)c2ccccc12,1,-20,-1,11,-3,13
COc1cccc(NC(=S)NNC(=S)NNc2ccccc2)c1,64,43,70*,60,65,59
O=C1CC2CC(=O)C(S(=O)c3ccccc3)C2C1 (centres undefined),19,3,20,12,-2,6
Cc1cc(N(CCCCl)CCCCl)ccc1C=Nc1cccc(Cl)c1,68,-22,81*,33,61,79*
Clc1cccc(CC(Br)Br)c1,14,23,7,4,-5,15
COc1ccc2c(C)cc(=O)oc2c1OCC(O)CN1CCOCC1 (centres undefined),1,-26,16,0,-13,5
[N-]=[N+]=NC(c1ccccc1)S(=O)c1ccccc1 (centres undefined),91*,48,96*,99*,96*,98*
COc1cc(NCCCCCCN(C)C)c2ncccc2c1,-15,-19,-3,-21,6,-17
CCCCOc1ccc(CCO)cc1,26,14,15,17,9,15
Cc1ccc(SCCN)cc1,-10,2,-6,12,0,12
CCOC(=O)C1(Cc2ccc3c(c2)CCC3)Cc2cc3c(cc2C1)CCC3,-25,-28,-23,-44,-14,7
O=C(Cc1ccccc1)N/N=C\Cc1ccccc1,2,-14,21,23,-2,-5
C(=C\c1cccc2ccccc12)/c1ccc(-c2ccccc2)cc1,6,12,-1,-45,-3,-6
O=C(/C=N/O)c1ccccc1,-2,13,-5,7,8,9
COC(=O)CCC(NC(=S)N/N=C(\C)c1cnc2ccccc2n1)C(=O)OC (centres undefined),31,11,67,16,27,34
COc1ccc(-c2cc(=O)c3c(O)cc(O)cc3o2)c(OC)c1OC,4,7,-21,-18,-27,-22
O=C(OCc1ccccc1)c1ccccc1O,57,-16,46,16,23,39

# 5 compounds drawn at random from the list so far:
SMILES,yeast mlh1 rad18,yeast cln2 rad14,yeast sgs1 mgt1,yeast mec2-1,bub3,yeast rad50
CCOC(=O)C1(Cc2ccc3c(c2)CCC3)Cc2cc3c(cc2C1)CCC3,-25,-28,-23,-44,-14,7
C(=C\c1cccc2ccccc12)/c1ccc(-c2ccccc2)cc1,6,12,-1,-45,-3,-6
O=C(Cc1ccccc1)N/N=C\Cc1ccccc1,2,-14,21,23,-2,-5
O=C(OCc1ccccc1)c1ccccc1O,57,-16,46,16,23,39
O=C(/C=N/O)c1ccccc1,-2,13,-5,7,8,9

# Next section.
SMILES,yeast mlh1 rad18,yeast cln2 rad14,yeast sgs1 mgt1,yeast mec2-1,bub3,yeast rad50
O[C@H]1[C@H]2c3cc4c(cc3CN3CCC(=C[C@@H]1O)[C@H]23)OCO4,92*,91*,93*,94*,91*,92*
CC(C)c1c([N+](=O)[O-])cc2c(c1[N+](=O)[O-])C(C)(C)CCC2(C)C,-21,-7,-4,-2,-1,0
CC(=O)OCC1OC(n2c(O)c(/C=C3\C=Nc4ccccc43)sc2=S)C(OC(C)=O)C(OC(C)=O)C1OC(C)=O (centres undefined),5,19,-15,-12,-4,20
CO/N=C/c1cc(NC(=S)c2ccoc2C)ccc1Cl,91*,92*,94*,94*,92*,93*
CCCCCCCCCCCCCCCC,-28,-44,-26,-3,-25,-26
O=C1C2CC3C(C2)C13,12,-6,-8,-7,-10,-2
COc1cc(-c2cc(=O)c3cc4c(cc3[nH]2)OCO4)cc(OC)c1O,-10,13,-4,-14,-12,-20
CC1=NN(c2ccccc2)C(=O)/C1=C\N1CC(=O)NC1=S,-30,5,-11,-46,-49,-51
ClCc1ccc(OCc2ccccc2)c(OCc2ccccc2)c1,94*,82*,89*,62,87*,79*
O=C(NC(Cc1ccccc1)P(=O)(O)c1ccccc1)OCc1ccccc1 (centres undefined),-12,16,-30,-30,2,-8
CC(=O)OC1CCC2(C)C(=CCC3C2CCC2(C)C(/C(C)=N/NC(N)=S)=CCC32)C1 (centres undefined),54,50,68,55,38,59
CN(C)CCCN(c1nc2cc(Cl)ccc2o1)c1nc2cc(Cl)ccc2o1,48,53,36,17,9,34
CCCCNCCS,8,7,3,-15,-9,14
C(=Nc1ccccc1)c1ccccc1,-8,31,-4,-4,6,13
COc1cnc2cc3c4c(cccc4c2c1)NC3=O,86*,75*,80*,82*,81*,80*
CCCN(N)CCC,-2,-45,-8,-17,0,-8
CCOc1ccccc1NC(=O)Nc1ccccc1Cl,21,-18,23,-2,8,0
CS(=O)(=O)c1ccc2c(c1)-c1ccc([N+](=O)[O-])cc1C2=O,-1,2,6,9,-4,13
CCCCN(CC)C(=O)C(=O)Cc1nc2ccc(C(=O)c3ccccc3)cc2[nH]c1=O,2,17,-4,2,4,17
Cn1c(C(F)(F)F)nc2nc(Cl)c(Cl)nc21,46,21,21,0,-32,17
O=C([CH-]C(=O)C(F)(F)F)c1ccccc1.O=C([CH-]C(=O)C(F)(F)F)c1ccccc1.O=C([CH-]C(=O)C(F)(F)F)c1ccccc1.[Ru+3],5,-23,-12,-14,10,-11
COc1ccc(C2OC(=N)C(=S)N2C)cc1O (centres undefined),-4,-23,-13,-16,2,-6
COc1ccc(C(=O)Cc2nc3nnc(N)n3nc2CC(=O)c2ccc(OC)cc2)cc1,16,-1,-1,2,16,-9
[S-]c1n[n+](-c2ccccc2)c(-c2ccc(Cl)cc2)s1,0,-4,8,6,-5,-2
CC(C)(C)c1cc(C(=O)O)ccc1N,-6,-13,-4,-7,-54,-1
CCCCCCCCCCCCCCCCCCCOc1ccc(OCCCCCCCC)cc1,3,-11,18,-12,3,41
CNC(=O)OCc1nc(SC(C)C)n(C)c1COC(=O)NC,-28,4,-28,-10,-19,-16
CCOc1ccc(C(=O)OC)cc1,24,17,31,-3,39,31
CC(=O)Nc1ccc(S(=O)(=O)N/N=C/c2ccc3c(c2)OCO3)cc1,-20,2,3,-20,-34,5
N=C(N)/N=C(/C=C/c1ccccc1)CC1OC(=O)c2ccccc21 (centres undefined),-24,-3,-23,-11,-29,-7
